# TEAD-YAP inh: TEAD-YAP interaction inhibition; 640,000 compounds, 1.4% hits; inhibition, % at 9.12 µM; HEK-TIYL cells, TEAD-Gal4/YAP UAS-luciferase luminescence; in the data active = inhibition above about 32%;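 also: 0% = median of test compound wells and 100% = reference inhibitor wells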
# FBW7 activator: human FBW7 E3 ligase activation, primary screen; Q969H0; AlphaScreen FBW7–phospho-cyclin E peptide binding, activator screen; normalized activity (activation), % at 26.1 µM; 650,000 compounds, 0.13% hits; AID 1259310; in the data active = normalized activity above about 1.9%;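 also: purified mutant Fbw7 with reduced substrate affinity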
# Target sequence (Q969H0 whole entry, looked up): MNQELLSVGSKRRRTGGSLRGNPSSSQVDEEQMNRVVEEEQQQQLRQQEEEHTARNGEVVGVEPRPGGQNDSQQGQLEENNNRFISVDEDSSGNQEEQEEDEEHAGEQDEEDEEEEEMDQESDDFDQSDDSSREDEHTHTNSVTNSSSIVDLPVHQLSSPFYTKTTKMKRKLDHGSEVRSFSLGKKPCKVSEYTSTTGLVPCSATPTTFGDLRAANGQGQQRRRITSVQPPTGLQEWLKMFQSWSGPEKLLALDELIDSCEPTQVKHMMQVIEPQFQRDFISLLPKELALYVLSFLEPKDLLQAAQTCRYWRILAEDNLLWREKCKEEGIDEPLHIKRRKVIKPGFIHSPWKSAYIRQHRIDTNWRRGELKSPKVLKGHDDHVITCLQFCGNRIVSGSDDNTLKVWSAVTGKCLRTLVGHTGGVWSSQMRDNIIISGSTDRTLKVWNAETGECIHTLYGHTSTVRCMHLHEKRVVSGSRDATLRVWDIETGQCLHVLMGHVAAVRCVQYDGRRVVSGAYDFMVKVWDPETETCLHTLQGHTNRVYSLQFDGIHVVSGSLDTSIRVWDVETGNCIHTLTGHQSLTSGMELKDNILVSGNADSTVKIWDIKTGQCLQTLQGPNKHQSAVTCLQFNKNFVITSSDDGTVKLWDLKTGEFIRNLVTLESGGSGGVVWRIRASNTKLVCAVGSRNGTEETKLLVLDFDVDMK
# GPR151 activ: activators of human GPR151 | Q8TDV0 | PathHunter beta-arrestin GPR151 cells, luminescence | activation, % at 11.2 µM | 650,000 compounds, 1% hits; in the data active = activation above about 4.9%;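 also: 0% = median of compound wells and 100% = cells with positive control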
# MITF inh: inhibitors of human MITF; AID 1259374; O75030; inhibition, % at 2.6 µM; AlphaScreen MITF homodimerization, bead proximity signal; 650,000 compounds, 0.91% hits; in the data active = inhibition above about 50%;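 also: 0% = vehicle wells with protein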
# Active calls of the source: *.
# Sample of the layout (19 entries):
SMILES,TEAD-YAP inh,FBW7 activator,GPR151 activ,MITF inh
COc1ccc(CNC(=O)c2cnn3c(C)c(Cc4ccc(F)cc4Cl)c(C)nc23)cc1,7.4,0.0,0.9,-4.4
O=C(CCC(=O)Nc1nc(-c2cc3ccccc3oc2=O)cs1)NCc1ccccc1,-7.0,1.1,-0.1,14.6
CCCCCc1c(O)nc(SCCN(CC)CC)n(-c2ccccc2)c1=O,-5.3,0.0,-0.1,1.6
Cc1nc(C)n(-c2ccc(Nc3cc(-n4cc(Nc5ccccc5)cn4)ccn3)cc2)n1,24.0,1.0,-1.6,30.7
O=C1NC2(CCN(C(=O)CN3CCOCC3)CC2)Nc2ccc(Cl)cc21,-7.4,0.1,0.4,6.1
CCOC(=O)C(NC(=O)c1ccc2c(c1)OCO2)C(C)C (stereo not drawn),3.8,0.2,-1.8,10.4
COc1cc2c(cc1OC)C(COc1ccc(C(C)C)cc1)N(C(=O)c1ccc(S(=O)(=O)N3CCCCC3)cc1)CC2 (stereo not drawn),11.7,0.0,0.3,-13.6
CC(C)(C)CC(C)(C)NC(=O)c1cc2ccccc2oc1=O,-0.8,0.6,-1.6,17.0
CN1CCN(c2ccc(-c3cnc(N4CCOCC4)c4nccn34)cn2)CC1,-29.8,-1.4,0.9,0.1
c1ccc(CN2CCC(Nc3nc(Nc4ccc5ncccc5c4)nc4c3ncn4-c3ccsc3)CC2)cc1,2.4,-0.1,5.5*,-5.5
CCOc1ccccc1NC(=O)c1cn(Cc2cccc(F)c2)nc1OCc1cccc(F)c1,4.1,0.0,1.3,8.8
O=C(Nc1ccc(Cl)c(Cl)c1)N1CCN(c2ccc(C(F)(F)F)cc2[N+](=O)[O-])CC1,1.9,-0.2,0.9,1.9
c1ccc(COc2ccccc2CNCC2CCCO2)cc1 (stereo not drawn),5.6,0.0,0.4,2.5
COc1ccc(S(=O)(=O)N(C)CCO)cc1-c1nnc2c3ccccc3c(C)nn12,-23.5,0.3,0.0,7.5
COc1ccc(Cn2c(=O)c3cccnc3n(Cc3ccccc3F)c2=O)cc1,-3.1,0.7,-0.8,13.4
Cc1ccc(-c2csc3ncn(N)c(=O)c23)cc1,14.6,0.9,-0.1,21.0
C/C(Cl)=C\Cn1c(Nc2ccccc2)nc2c1c(=O)n(C)c(=O)n2C,-4.0,-0.1,-0.3,-6.8
COc1ccc(N2CCN(C(=O)Cn3nnc(-c4ccc(N(C)C)cc4)n3)CC2)cc1,-7.6,-0.2,-0.2,0.0
Cc1nc2c(c(C)nn2C(C)(C)C)c(C)c1CCC(=O)NCCN1CCCC1,1.3,-0.1,-0.9,-9.2

# Results (from the top)
SMILES,TEAD-YAP inh,FBW7 activator,GPR151 activ,MITF inh
COc1ccc(CNC(=O)c2cnn3c(C)c(Cc4ccc(F)cc4Cl)c(C)nc23)cc1,7.4,0.0,0.9,-4.4
O=C(CCC(=O)Nc1nc(-c2cc3ccccc3oc2=O)cs1)NCc1ccccc1,-7.0,1.1,-0.1,14.6
CCCCCc1c(O)nc(SCCN(CC)CC)n(-c2ccccc2)c1=O,-5.3,0.0,-0.1,1.6
Cc1nc(C)n(-c2ccc(Nc3cc(-n4cc(Nc5ccccc5)cn4)ccn3)cc2)n1,24.0,1.0,-1.6,30.7
O=C1NC2(CCN(C(=O)CN3CCOCC3)CC2)Nc2ccc(Cl)cc21,-7.4,0.1,0.4,6.1
CCOC(=O)C(NC(=O)c1ccc2c(c1)OCO2)C(C)C (stereo not drawn),3.8,0.2,-1.8,10.4
COc1cc2c(cc1OC)C(COc1ccc(C(C)C)cc1)N(C(=O)c1ccc(S(=O)(=O)N3CCCCC3)cc1)CC2 (stereo not drawn),11.7,0.0,0.3,-13.6
CC(C)(C)CC(C)(C)NC(=O)c1cc2ccccc2oc1=O,-0.8,0.6,-1.6,17.0
CN1CCN(c2ccc(-c3cnc(N4CCOCC4)c4nccn34)cn2)CC1,-29.8,-1.4,0.9,0.1
c1ccc(CN2CCC(Nc3nc(Nc4ccc5ncccc5c4)nc4c3ncn4-c3ccsc3)CC2)cc1,2.4,-0.1,5.5*,-5.5
CCOc1ccccc1NC(=O)c1cn(Cc2cccc(F)c2)nc1OCc1cccc(F)c1,4.1,0.0,1.3,8.8
O=C(Nc1ccc(Cl)c(Cl)c1)N1CCN(c2ccc(C(F)(F)F)cc2[N+](=O)[O-])CC1,1.9,-0.2,0.9,1.9
c1ccc(COc2ccccc2CNCC2CCCO2)cc1 (stereo not drawn),5.6,0.0,0.4,2.5
COc1ccc(S(=O)(=O)N(C)CCO)cc1-c1nnc2c3ccccc3c(C)nn12,-23.5,0.3,0.0,7.5
COc1ccc(Cn2c(=O)c3cccnc3n(Cc3ccccc3F)c2=O)cc1,-3.1,0.7,-0.8,13.4
Cc1ccc(-c2csc3ncn(N)c(=O)c23)cc1,14.6,0.9,-0.1,21.0
C/C(Cl)=C\Cn1c(Nc2ccccc2)nc2c1c(=O)n(C)c(=O)n2C,-4.0,-0.1,-0.3,-6.8
COc1ccc(N2CCN(C(=O)Cn3nnc(-c4ccc(N(C)C)cc4)n3)CC2)cc1,-7.6,-0.2,-0.2,0.0
Cc1nc2c(c(C)nn2C(C)(C)C)c(C)c1CCC(=O)NCCN1CCCC1,1.3,-0.1,-0.9,-9.2
CCOC(=O)C1=C(C)N=c2s/c(=C\c3ccc(N(CC)CC)cc3)c(=O)n2C1c1ccc2c(c1)OCO2 (stereo not drawn),-2.8,-0.1,-0.8,-12.9
COc1ccc(C(=O)CC(Nc2ccc(F)cc2)c2ccc(Br)cc2)cc1 (stereo not drawn),-26.0,-0.1,-2.0,3.5
COc1ccc(C(C)C)cc1-c1cnn2c(N3CCCCC3CCO)ccnc12 (stereo not drawn),-10.4,0.1,-0.6,-16.7
S=C(Nc1ccccc1-c1ccccc1)NC1CCCCC1,3.5,-0.1,0.2,-3.9
Cc1ccc(N2C(=O)c3n[nH]c(C)c3C2c2cccnc2)cc1 (stereo not drawn),1.9,-0.1,2.1,-0.1
Cc1ccc([N+](=O)[O-])cc1S(=O)(=O)NCCc1c(C)[nH]c2c(C)cccc12,-1.2,-0.1,0.1,-15.1

# Of the compounds above, 2 contain a thiophene ring, fused or not:
SMILES,TEAD-YAP inh,FBW7 activator,GPR151 activ,MITF inh
c1ccc(CN2CCC(Nc3nc(Nc4ccc5ncccc5c4)nc4c3ncn4-c3ccsc3)CC2)cc1,2.4,-0.1,5.5*,-5.5
Cc1ccc(-c2csc3ncn(N)c(=O)c23)cc1,14.6,0.9,-0.1,21.0

# Carrying on:
SMILES,TEAD-YAP inh,FBW7 activator,GPR151 activ,MITF inh
COc1cc(/C=N\NC(=O)c2ccc([N+](=O)[O-])cc2)ccc1OC(=O)c1ccco1,1.0,0.2,11.4*,8.8
CCCCCNC(=O)c1c(O)c2c([nH]c1=O)CCCC2,-14.0,0.5,17.8*,9.2
Cc1c(C(=O)Oc2ccccc2)sc2ncn(C)c(=O)c12,1.3,0.0,3.3,1.6
Cc1ccc(-n2c(CNS(C)(=O)=O)nnc2SCC(=O)Nc2ccccc2F)cc1,0.7,-0.1,-0.4,-16.0
O=C(NC1CCCCC1)C(Cc1ccccc1)NS(=O)(=O)c1cccs1 (stereo not drawn),5.7,0.2,-0.2,16.1
CCCCN(Cc1cc2cccc(C)c2[nH]c1=O)S(C)(=O)=O,5.8,-0.2,-0.4,-2.9
CCN(CC)CCCC(C)Nc1ccnc2ccc(-c3ccccc3)cc12 (stereo not drawn),4.9,0.2,3.8,15.8
Cc1cc2c(cc1C)NC(CC(=O)Nc1ccccc1C)C(=O)N2 (stereo not drawn),-12.2,0.1,-0.6,-2.9
COc1cccc(/C=C2\N=C(c3ccc(OC)cc3Cl)OC2=O)c1,-4.1,0.4,-0.3,6.8
Cc1cccc(CC(=O)Nc2cnn(-c3cccc(C(=O)N4CCCO4)c3)c2)c1,5.0,-0.2,-0.4,-11.7
CC(C)N(Cc1nc(-c2ccc(Cl)cc2)no1)C(=O)c1cccc([N+](=O)[O-])c1,1.4,0.2,1.1,-11.9
O=C(O)c1ccccc1NCN1C(=O)C2CC=C(Cl)CC2C1=O (stereo not drawn),-8.7,0.6,0.4,6.6
COc1ccccc1C1C(C(C)=O)=C(O)C(=O)N1CCc1c[nH]c2ccccc12 (stereo not drawn),2.9,-0.1,0.5,15.5
COc1ccc(-n2nc3c(c2NC(=O)/C=C\c2ccc4c(c2)OCO4)CSC3)cc1,2.7,0.1,0.9,0.5
Cc1ccc(NC(=O)Cn2nnc(-c3ccccc3)n2)cc1Cl,-3.3,-0.1,-0.5,4.8
CCOc1ccc(/C=C2/N=C(c3cccc(Cl)c3Cl)OC2=O)cc1,-2.1,-0.1,1.3,4.3
CCOC(=O)c1sc(N2C(=O)C(=O)/C(=C(/O)c3ccccc3)C2c2ccc(OC)c(OC)c2)nc1C (stereo not drawn),-1.6,0.0,-0.3,-16.6
CCN(CC)S(=O)(=O)c1ccc(C(=O)Nc2sc3c(c2C#N)CC(C)CC3)cc1 (stereo not drawn),-8.5,0.0,-0.2,5.9
Cc1nc2ccc(Br)cc2c(-c2ccccc2)c1C1=NN(C(=O)CCC(=O)O)C(c2ccccc2)C1 (stereo not drawn),7.3,0.1,-1.3,-0.6
CCOc1cc(C(=O)Nc2ccc(-c3nc4ccccc4o3)c(O)c2)cc(OCC)c1OCC,4.0,0.3,0.2,5.5
O=C(CSc1nc2ccsc2c(=O)n1NC(=O)c1cccc(Br)c1)c1ccccc1,-2.8,0.1,-2.8,-4.0
COc1cc(C=O)cc(Cl)c1OCc1ccc([N+](=O)[O-])cc1,0.1,0.1,-0.9,6.5
CCOC(=O)c1ccc(NC(=O)CSc2nnc(CNC(=O)c3ccco3)n2-c2ccccc2OC)cc1,5.7,0.2,-2.0,9.9
Cn1c(=O)c2c(nc(Oc3cccc(/C=N/NC(=O)c4nonc4N)c3)n2C)n(C)c1=O,-2.4,0.1,0.7,1.8
COc1ccc(S(=O)(=O)Nc2ccc(OC)cc2OC)cc1,61.0*,0.0,0.3,-1.3
# Next section:
SMILES,TEAD-YAP inh,FBW7 activator,GPR151 activ,MITF inh
COc1cc(Nc2cc(C)nc(N3CCN(Cc4ccc5c(c4)OCO5)CC3)n2)cc(OC)c1OC,16.2,-0.1,3.5,4.0
CCOC(=O)C1=C(C)NC2=C(C(=O)CCC2)C1c1ccc2c(c1)OCCO2 (stereo not drawn),5.6,-0.2,1.3,-6.9
O=C(c1ccccc1)c1coc2ccccc2c1=O,1.3,0.0,0.1,-6.8
CC1(C)C(=O)NCCN1C(=O)COc1ccc(Cl)cc1,3.7,0.0,1.6,0.1
COc1ccc(OCCC(=O)OCC(=O)NCC(C)C)cc1,-4.4,0.0,0.1,12.3
CCc1ccc(NC(=O)C(=O)N/N=C(\C)CC(=O)Nc2ccc(C)c(Cl)c2)cc1,-8.4,-0.1,-1.3,-7.4
CCS(=O)(=O)N1CCn2c(nc3ccccc32)C1,-1.5,0.1,-1.6,9.1
O=C(Nc1cccc(-c2ccn[nH]2)c1)C1c2ccccc2Oc2ccccc21,6.2,0.3,-2.1,2.7
CC(=O)N(c1ccc(Cl)cc1)C1SC(=O)N(c2ccc(C)cc2)C1=O (stereo not drawn),0.0,0.1,-0.7,6.8
c1cncc(-c2nc(-c3ccncc3)ncc2-c2ccncc2)c1,8.6,0.3,0.9,12.4
COCCN(Cc1cc2cccc(C)c2n2nnnc12)C(=O)C(F)(F)F,6.1,0.1,1.4,2.4
CC(C(=O)Nc1ccc(Cl)cc1Cl)N1C(=O)c2cccc([N+](=O)[O-])c2C1=O (stereo not drawn),-6.6,-0.1,0.1,-5.9
O=C(CCCCC(=O)Nc1ccc(F)cc1)Nc1ccc(F)cc1,10.7,0.6,-1.0,56.4*
COc1ccc(NC(=O)CS(=O)CC(=O)NCC2COCCO2)cc1 (stereo not drawn),7.4,0.1,-0.3,2.1
Cc1ccc(N2C(=O)CC(NNC(=O)c3ccncc3)C2=O)cc1 (stereo not drawn),6.6,-0.1,2.0,-6.5
COc1cccc(OCCOCCOc2ccc(C=O)cc2OC)c1,-2.5,0.1,-0.5,11.6
CC(NC(=O)C1(c2ccc(Cl)cc2)CCC1)c1nc(-c2ccncc2)n[nH]1 (stereo not drawn),18.3,0.2,-1.2,-6.7
CCOC(=O)c1cc(S(=O)(=O)NC2CCN(C(=O)OCC)CC2)cn1C,0.3,-0.1,4.8,-6.4
Cc1ccsc1CN1CCc2nnc(CNC(=O)COc3ccccc3)n2CC1,-1.3,0.1,0.7,-7.5
CCN(CCN(C)C)C(=O)Cn1ncc2c1-c1cc(C)ccc1OC2,17.9,-0.1,-0.3,3.7
O=C1c2ccccc2C(=O)N1Cc1ccc(Br)cc1,5.9,-0.1,0.8,6.3
COc1ccc(CN2CCCCC2)c(OC)c1C,1.3,-0.1,1.3,48.6
Cc1ccc(NC(=O)CN(C)Cc2nc3sc4c(c3c(=O)[nH]2)CCCC4)cc1,-1.9,0.0,1.6,-8.2
COc1ccc2c(c1)sc(=NC(=O)CSCC(=O)N1CCc3ccccc31)n2C,3.3,-0.2,-1.7,-7.9
N/C(=N\N=C\c1cccc([N+](=O)[O-])c1)SC1CC(=O)N(c2ccc(C(=O)O)cc2)C1=O (stereo not drawn),5.7,0.4,-0.6,20.2
COC(=O)C(Cc1c[nH]c2ccccc12)N=Cc1c(O)[nH]c(=O)[nH]c1=O (stereo not drawn),6.6,0.1,0.3,12.1

# Assay outcomes (PubChem)
